# S100A4 inh HTS: blocks human S100A4 binding to myosin IIA peptide; P26447; S100A4/TAMRA-MyoIIA peptide fluorescence polarization; inhibition, % at 10.7 µM; hit rate 0.14% among 360,000; AID 652163;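 active means mean inhibition of at least 70% across replicates, with every replicate also reaching that level; inconclusive means mean inhibition reaches 70% but some replicates fall short; inactive means mean inhibition below 70%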
# Target sequence (P26447 whole entry, looked up): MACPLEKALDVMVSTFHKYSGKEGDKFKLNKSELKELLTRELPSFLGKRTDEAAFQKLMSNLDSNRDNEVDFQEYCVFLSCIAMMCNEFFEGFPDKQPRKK
#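 Material: S100A4 monomer (human). Medium: Calcium-containing HEPES buffer, pH 7.2. Probe or stimulus: labelled myosin peptide probe, 5 nM. Compound dosing: one concentration per compound. Timing: polarization read 5 min after assay mix addition, stable 5–60 min. Benchmarks: DMSO as neutral control, TFP as positive control.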
# ERp5 block: ERp5 (human) disulfide isomerase inhibition | AID 651711 | inhibition, % at 9.99 µM | hit rate 0.05% among 350,000 | ERp5 insulin aggregation, absorbance 650 nm, 90 min | Q15084;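 active means mean replicate inhibition above about 25%, with every replicate also reaching it, limit read from the data, passing the limit was not always enough; inconclusive means only one of those two criteria met; inactive means neither criterion met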
# SIRT5 block: sirtuin-5 (human) deacylase inhibition; Q9NXA8; Purified SirT5, succinyl-peptide AMC, trypsin-coupled fluorescence; inhibition, % at 15 µM; hit rate 1.1% among 330,000; AID 652115; in the data active means inhibition above about 15%; inconclusive means no clear call, values can overlap the other calls
# C2C12 statin: suppressors of simvastatin-induced myotoxicity in C2C12 myotubes | ATP luminescence, 48 h; scaled: DMSO 0, geranylgeraniol control 100 | rescue of ATP level, % at 7.49 µM | hit rate 0.78% among 330,000 | AID 602340;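 active means mean ATP rescue above about 67%, or every replicate alone reaching that limit, limit read from the data, passing the limit was not always enough; inconclusive means no clear call, values can overlap the other calls; inactive means mean under the limit and some replicate under it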;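 further: myotubes were challenged with 10 µM simvastatin during compound exposure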
# E-selectin induc: induces E-selectin expression in human endothelial cells | P16581 | HUVEC E-selectin immunofluorescence imaging; normalized: neutral wells 0, TNF-alpha wells 100 | activation, % at 7.58 µM | hit rate 0.37% among 260,000 | AID 686992;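 active means mean E-selectin-positive cell signal at least 10% of the positive control, reached in at least 60% of replicates, without over 20% cell loss; inconclusive means no rule given, readout overlaps actives, possibly toxicity-flagged; inactive means the rest, including those meeting only one limit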;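 further: in these data hits start at about 27%; measured in HUVEC primary endothelial cells; signal is the percent of cells scored E-selectin positive by PE staining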
# Target sequence (P16581 whole entry, looked up): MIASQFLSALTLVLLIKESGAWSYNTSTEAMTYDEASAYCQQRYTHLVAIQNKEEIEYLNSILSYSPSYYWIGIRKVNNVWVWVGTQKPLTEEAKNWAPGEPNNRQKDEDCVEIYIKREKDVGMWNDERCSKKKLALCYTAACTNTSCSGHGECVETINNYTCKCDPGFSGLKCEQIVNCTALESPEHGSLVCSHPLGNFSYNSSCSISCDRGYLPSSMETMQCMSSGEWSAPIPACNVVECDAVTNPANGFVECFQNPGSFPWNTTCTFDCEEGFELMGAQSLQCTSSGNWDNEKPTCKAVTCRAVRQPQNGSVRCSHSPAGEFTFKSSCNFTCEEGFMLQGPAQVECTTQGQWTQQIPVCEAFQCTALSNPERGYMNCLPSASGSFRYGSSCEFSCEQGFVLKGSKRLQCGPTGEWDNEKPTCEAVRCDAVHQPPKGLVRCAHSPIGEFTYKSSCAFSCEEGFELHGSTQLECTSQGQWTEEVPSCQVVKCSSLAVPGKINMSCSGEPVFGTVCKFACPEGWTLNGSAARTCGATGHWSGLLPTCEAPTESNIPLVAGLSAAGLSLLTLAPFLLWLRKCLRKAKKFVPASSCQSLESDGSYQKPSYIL
#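 Test system: HUVEC; input: 3,000 HUVEC/well; measured by: immunofluorescence imaging; read-out: % PE-positive cells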
# DENV2 CPE rescue: protects cells from dengue virus 2 cytopathic effect | CPE inhibition, % at 9.99 µM | hit rate 1.7% among 350,000 | DENV2-infected cells, cytopathic effect rescue, plate reader | AID 651640; in the data active means CPE inhibition above about 20%, passing the limit was not always enough; inconclusive means no clear call, values can overlap the other calls; tested in BHK-21 cells;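 further: 0% = median of neutral control wells and 100% = median of positive control wells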
# PglD inh: inhibitors of Campylobacter jejuni PglD acetyltransferase; inhibition, % at 12.5 µM; AID 602405; hit rate 0.098% among 360,000; purified PglD enzyme, DTNB colorimetric CoA detection; in the data active means inhibition above about 16%, passing the limit was not always enough; inconclusive means no clear call, values can overlap the other calls; further: strong numbers were not always called active
# An asterisk follows results filed as active; ? = inconclusive; nt = no result given; & = joins results of further samples. Some of the compounds tested; the hit share may differ from the screen's.
item	SMILES	S100A4 inh HTS	ERp5 block	SIRT5 block	C2C12 statin
1	C[C@H]1CN([C@@H](C)CO)C(=O)c2cccc(NC(=O)c3ccncc3)c2O[C@H]1CN(C)C(=O)Nc1ccccc1	-3&-3	-1&8	0	-3&14
2	CCC(CO)Oc1cc(NC(=O)c2ccccc2)c2ncn(C(C)C)c2c1 (configuration not stated)	11	2	-2	-14
3	O=S(=O)(N[C@H]1CC[C@H](CCn2cc(-c3cccnc3)nn2)O[C@H]1CO)c1ccccc1	-10	1	2	-7
4	C/C=C/c1cnc2c(c1)C(=O)N([C@@H](C)CO)C[C@@H](C)[C@H](CN(C)C(=O)c1cccc(F)c1)O2	21	1	6	1
5	Cc1ccc2nc(/C(C#N)=C\c3cc(O)ccc3[N+](=O)[O-])[nH]c2c1	0	4	2	nt
6	Cn1ccsc1=NC(=O)c1cccc(C#N)c1	-5	1	-4	3
7	O=C(N[C@@H]1CC[C@@H](CC(=O)N2CCc3ccccc3C2)O[C@H]1CO)C1CCC1	-101	0	0	2
8	C[C@@H]1CCCCO[C@H](CN(C)S(=O)(=O)c2ccc(F)cc2)[C@@H](C)CN([C@H](C)CO)C(=O)c2cc(NC(=O)CCCN(C)C)ccc2O1	4	0	3	nt
9	Cc1cc(C)c(S(=O)(=O)N(C)CC(=O)NCCCn2ccnc2)c(C)c1	-1	2	-1	18
10	COc1ccc(C(=O)OCC(=O)N2c3ccccc3CC2C)cc1S(=O)(=O)N1CCOCC1 (configuration not stated)	0	4	-2	6

item	E-selectin induc	DENV2 CPE rescue	PglD inh
1	0.3&0.1	16&0	-1&0
2	0.4	-9	3&-4
3	0.0	-4	0
4	-0.3	7	1
5	nt	5	nt
6	0.1	-8	-3
7	-0.3	-5	2
8	-0.3	34*	0
9	?	9	4
10	-0.1	-14	1

# Further results.
item	SMILES	S100A4 inh HTS	ERp5 block	SIRT5 block	C2C12 statin
11	Cc1ccccc1-c1nn(-c2ccc(F)cc2F)cc1CNCCN(C)C	-3	2	-4	nt
12	COCCCn1c(C)nnc1SCc1ccc(C(C)(C)C)cc1	28	-2	5	nt
13	CC(=O)N1c2ccc(S(=O)(=O)N3c4ccccc4CC3C)cc2CC1C (configuration not stated)	-1	-5	1	-17
14	C[C@H](CO)N1C[C@H](C)[C@H](CN(C)S(C)(=O)=O)Oc2c(NC(=O)NC3CCCCC3)cccc2C1=O	13	7	-8	-20
15	COc1ccc(/C=C/C(=O)NCC2COc3ccccc3O2)cc1OC (configuration not stated)	0	-1	0	nt
16	COc1ccc(-c2c(C)nn3c(NC4CCCC4)cc(C)nc23)cc1OC	0	1	1	-2
17	Cn1nnc(NC(=S)NC(=O)Cc2ccccc2)n1	-1	-3	2	nt
18	CC(C)N(CC#CC(O)(c1ccccc1)c1ccccc1)C(C)C	0	-1	1	nt
19	O=C1c2ccc([N+](=O)[O-])cc2C(=O)N1c1c[nH]c(=O)[nH]c1=O	1	6	-1	nt
20	CCc1ccc(Nc2nnc(SCC(=O)NCCN3C(=O)CSC3=O)s2)cc1	-5	4	-2	-2

item	E-selectin induc	DENV2 CPE rescue	PglD inh
11	2.7	-1	-6
12	1.9	8	nt
13	-0.6	-2	4
14	nt	-1	-6
15	-0.1	-3	nt
16	-0.1	-1	3
17	1.2	-1	3
18	3.1	2	nt
19	nt	14	-4
20	nt	3	nt

# Additional entries:
item	SMILES	S100A4 inh HTS	ERp5 block	SIRT5 block	C2C12 statin
21	Cc1ccccc1COc1cccn2c(N(C)C(=O)CCC3CCCC3)c(C)nc12	0	2	4	-19
22	Cc1cn(C2CCCCO2)c(=O)[nH]c1=O (configuration not stated)	2	4	-7	2
23	Cc1cc(C)nc(NC2=N[C@@H]3CCCC[C@H]3N2C(=O)Nc2cc(Cl)cc(Cl)c2)n1	-7	?	-8	nt
24	CN1C(=O)c2cc(NC(=O)c3ccc(F)cc3)ccc2OC[C@H]2O[C@@H](CC(=O)NCC3CC3)CC[C@@H]21	7	-2	-10	6
25	COc1ccc(NC(=O)c2ccco2)cc1NC(=O)c1cccc(F)c1	-4	7	-4	-15
26	CCN1CCN(CCC(=O)Nc2ccccc2)CC1	1	2	0	5
27	Cc1c(Br)ccc(NC(=O)COc2ccccc2C(N)=O)c1C	-2	0	1	0
28	CC1(C(=O)NCc2ccco2)CCN1C(=O)C1(c2ccccc2)CC1 (configuration not stated)	-1	-1	-1	-2
29	Cc1noc(C)c1NC(=O)Nc1cccc2c1O[C@H](CN(C)C(=O)Nc1ccc3c(c1)OCO3)[C@@H](C)CN([C@@H](C)CO)C2=O	-5	-8	-2	-10
30	CNC[C@@H]1OCCCC[C@H](C)Oc2ccc(N(C)C)cc2C(=O)N([C@H](C)CO)C[C@@H]1C	1	-6	-5	12

item	E-selectin induc	DENV2 CPE rescue	PglD inh
21	-0.1	2	0
22	-0.3	-7	-7
23	4.9	-1	nt
24	1.0	1	-1
25	nt	4	3
26	0.1	6	6
27	2.4	5	0
28	1.1	-4	-2
29	-0.2	2	1
30	-0.6	-10	0

# Continued.
item	SMILES	S100A4 inh HTS	ERp5 block	SIRT5 block	C2C12 statin
31	CC(O)C(=O)N/N=C/c1ccccc1C(=O)O (configuration not stated)	-1	-1	-4	-4
32	Cc1noc(C)c1NC(=O)N[C@@H]1CC[C@@H](CCNC(=O)C2CCCC2)O[C@@H]1CO	4	-3	11	-5
33	COCCN1C(=O)N[C@@H](c2ccccc2)[C@H](C(C)=O)[C@H]1C	14	-5	1	6
34	CC(C)c1nnc(N2C(=O)C(O)=C(C(=O)c3cccs3)C2c2ccccc2)s1 (configuration not stated)	23	6	1	nt
35	Cc1noc(C)c1S(=O)(=O)Nc1ccc2c(c1)C(=O)N([C@H](C)CO)C[C@@H](C)[C@@H](CN(C)C(=O)Nc1ccccc1)O2	7	4	6	nt
36	CCC(=O)Nc1ccc2c(c1)OC[C@@H](C)N(Cc1ccncc1)C[C@@H](C)[C@H](OC)CN(C)C2=O	4	-4	0	4
37	COCC(=O)Nc1ccc2c(c1)C(=O)N(C)C[C@H](OC)[C@@H](C)CN(C(=O)c1ccccc1F)[C@@H](C)CO2	-12	3	-5	-4
38	Cc1[nH]c2ccc(C(=O)NCC(C)(C)N3CCOCC3)cc2c1C	0	1	-2	nt
39	O=C(Cc1ccccn1)N1CC(=O)N2[C@@H](CO)[C@@H](c3ccc(C#CC4CCCCC4)cc3)[C@@H]2C1	10	-2	1	nt
40	CN(C)CC(=O)N[C@H]1CC[C@H](CCNC(=O)C2CCC2)O[C@H]1CO	-5	12	-3	3

item	E-selectin induc	DENV2 CPE rescue	PglD inh
31	375*	-1	5
32	0.1	-4	1
33	0.0	-10	6
34	nt	6	nt
35	0.6	0	-3
36	0.0	-2	4
37	-0.3	11	4
38	nt	-4	nt
39	0.3	16	nt
40	0.3	-11	-2

# Whole records from above. Order of screens: S100A4 inh HTS | ERp5 block | SIRT5 block | C2C12 statin | E-selectin induc | DENV2 CPE rescue | PglD inh
# Shown for COCC(=O)Nc1ccc2c(c1)C(=O)N(C)C[C@H](OC)[C@@H](C)CN(C(=O)c1ccccc1F)[C@@H](C)CO2 → -12 | 3 | -5 | -4 | -0.3 | 11 | 4
# Shown for Cc1[nH]c2ccc(C(=O)NCC(C)(C)N3CCOCC3)cc2c1C → 0 | 1 | -2 | nt | nt | -4 | nt

# Other records follow.
item	SMILES	S100A4 inh HTS	ERp5 block	SIRT5 block	C2C12 statin
41	COC(=O)C1=C(C)n2cnnc2NC1c1ccc(Cl)cc1 (configuration not stated)	-1	10	nt	26
42	OC[C@@H]1Nc2ccc(-c3ccc(F)cc3)cc2[C@@H]2[C@H]1CCN2Cc1ccc(F)cc1	nt	nt	nt	-30
43	COc1ccccc1-c1cnc2c(c1)C(=O)N([C@H](C)CO)C[C@@H](C)[C@H](CN(C)C(=O)CC1CC1)O2	-1	3	-1	2
44	COCCOC(=O)N1C(=O)[C@@]2(c3ccccc31)[C@H](c1ccc(OCCO)cc1)N1[C@H](c3ccccc3)[C@H](c3ccccc3)OC(=O)[C@H]1[C@@H]2C(=O)N1CCN(c2ncccn2)CC1	4	1	1	nt
45	CCNC(=O)NC(=O)CSc1ccc2ccccc2c1	1	2	-1	2
46	COc1cc(NC(=O)C2CC(=O)NC3=C2C(=O)CCC3)c(OC)cc1Cl (configuration not stated)	-2	-4	0	15
47	COC1OC2COC(c3ccccc3)OC2C(O)C1NC(=O)c1ccccc1 (configuration not stated)	3	-1	nt	nt
48	O=C(O)c1ccccc1C(=O)NCCCCCCNC(=O)c1ccccc1C(=O)O	-2	2	-1	18
49	COCCNC(=O)c1onc(CSc2cccc(OC)c2)c1C(=O)NCCOC	-4	3	22*	3
50	CN(C(=O)COC(=O)C1CCN(S(=O)(=O)c2ccc3c(c2)OCCO3)CC1)C1CCCCC1	1	-4	-3	nt
51	Cc1cccc(C(=O)Nc2cccc(C(=O)NC3CCCC3)c2)c1	1	7	0	-10
52	O=C(C[C@H]1C[C@@H]2c3cc(NC(=O)CC4CC4)ccc3O[C@@H]2[C@H](CO)O1)NCc1ccccc1F	1	-2	-2	-3

item	E-selectin induc	DENV2 CPE rescue	PglD inh
41	-0.1	?	2
42	-0.2	-26	0
43	-0.1	3	4
44	nt	-11	12
45	nt	14	nt
46	nt	3	-98
47	0.0	-3	nt
48	0.0	0	-2
49	1.0	-11	6
50	-0.2	-6	nt
51	nt	2	1
52	-0.4	0	0

# Arranged by the number under S100A4 inh HTS (smallest number first): three from the list above.
cpd	structure	S100A4 inh HTS	ERp5 block	SIRT5 block	DENV2 CPE rescue	PglD inh
46	COc1cc(NC(=O)C2CC(=O)NC3=C2C(=O)CCC3)c(OC)cc1Cl (configuration not stated)	-2	-4	0	3	-98
41	COC(=O)C1=C(C)n2cnnc2NC1c1ccc(Cl)cc1 (configuration not stated)	-1	10	nt	?	2
51	Cc1cccc(C(=O)Nc2cccc(C(=O)NC3CCCC3)c2)c1	1	7	0	2	1

# Source: PubChem (Broad Institute)
